HCV core inhibition = inhibitors of HCV core protein dimerization, confirmation, biochemical, TR-FRET, triplicate (AID 2152) | inhibition, % at 5 µM | 2,300 compounds, 1% hits | TR-FRET GST-/Flag-core106 dimerization, HTRF; hits give high values;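 active = mean inhibition over three replicate wells above the hit threshold derived in the earlier primary screen, cut at about 45% in these data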;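 note: 0% = DMSO wells and 100% = unlabelled core106 competitor control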
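Material: GST- and Flag-tagged HCV core106 peptides, dimerization via antibody TR-FRET. Medium: HEPES/KF buffer, pH 7.45. Doses: one 5 µM dose, 0.5% DMSO. Times: 4 h incubation, 22.5 °C. Detection: TR-FRET, excitation 340 nm, emission 671 and 617 nm. Measure: percent inhibition from emission ratio. Controls: unlabelled core106 and DMSO wells.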
* marks the source's active call; other numbers are inactive results. Some of the compounds tested; count on the stated rates, not on these rows.

Results for CCOC(=O)N1CCC(NC(=O)c2cccc3c2C(=O)N(c2ccc(OC)cc2)C3)CC1 ?
HCV core inhibition: 12

How did COc1cccc(OC)c1-c1nn2c(-c3cc(-c4ccccc4)n[nH]3)nnc2s1 do in these assays?
HCV core inhibition: 13

What do the screens show for `COC(=O)c1sccc1NC(=O)CSc1ccccc1NS(=O)(=O)c1ccccc1Cl`?
HCV core inhibition: -6

What do the screens show for `C=CCn1c(SCC(=O)c2ccc(CNC(C)=O)o2)nc2ccccc2c1=O`?
HCV core inhibition: -7

Results for COC(=O)c1cc2nc(-c3ccccc3)cc(C)n2n1 ?
HCV core inhibition: -2

How did Cc1cc(C(=O)N/N=C2\CC(=O)CC(C)(C)C2)c(C)n1-c1ccc(F)cc1 do in these assays?
HCV core inhibition: -1

What do the screens show for `CCOC(=O)/C=c1\s/c(=C\c2ccc(C(F)(F)F)cc2)c(=O)n1CC(=O)NCc1ccco1`?
HCV core inhibition: -2

How did Cc1ccc(N2C(=O)c3ccccc3C2Nc2ccc(S(=O)(=O)N3CCCCC3)cc2)nc1 (stereo not given) do in these assays?
HCV core inhibition: 2

Results for Cc1c(Br)cc(C(=O)NCc2ccco2)c(C)c1C ?
HCV core inhibition: -3

Results for CCOc1ccccc1/C=N\Nc1cnn(Cc2ccccc2)c(=O)c1Cl ?
HCV core inhibition: 6

How did CC1(O)C(=O)C=C2C=C(c3ccc(C#N)cc3)OC=C2C1=O (stereo not given) do in these assays?
HCV core inhibition: 55*

Results for COc1ccc(-n2c(CN3CCOCC3)nc3ccc([N+](=O)[O-])cc3c2=O)c(OC)c1 ?
HCV core inhibition: 12

Results for CCCNC(=O)Cn1c(=O)/c(=C\c2ccc(-c3cccc([N+](=O)[O-])c3)o2)s/c1=C\C(=O)C(C)(C)C ?
HCV core inhibition: 5

How did O=C(CSc1nnc(C2CC2)n1Cc1ccccc1)c1cc2ccccc2o1 do in these assays?
HCV core inhibition: 0

How did CC1=C(C(=O)Nc2ccccc2C)C(c2ccc(C)o2)n2c(s/c(=C/c3ccccc3)c2=O)=N1 (stereo not given) do in these assays?
HCV core inhibition: -13

Results for O=C(COC(=O)c1ccc(Br)o1)NCc1ccco1 ?
HCV core inhibition: -4

How did O=c1cc(CN2CCN(S(=O)(=O)/C=C/c3ccccc3)CC2)c2ccc(O)cc2o1 do in these assays?
HCV core inhibition: 8

Results for Cc1ccc(-n2nc(C(=O)NCc3ccco3)c3c4ccccc4n(C)c3c2=O)cc1 ?
HCV core inhibition: 1

Results for O=C(O)CCCN1C(=O)/C(=C/C=C/c2ccco2)SC1=S ?
HCV core inhibition: -9

What do the screens show for `CCN(CC)c1nc(N)c2c(N)n(-c3ccccc3C)c(=S)c(C#N)c2c1C#N`?
HCV core inhibition: -4

What do the screens show for `Cc1cc(C(=O)COC(=O)c2cc(Cl)ccc2N)c(C)n1Cc1ccco1`?
HCV core inhibition: -9

How did COc1cccc2c1NC(C(=O)O)C1CC=CC21 (stereo not given) do in these assays?
HCV core inhibition: 8

How did Cc1ccccc1S(=O)(=O)N1[C@@H](c2cccc(Cl)c2)C(C(=O)O)=CC[C@H]1c1ccc(Cl)cc1 do in these assays?
HCV core inhibition: 0

What do the screens show for `CCOc1cc(/C=N\NC(=O)c2ccc(NC(=O)C(C)(C)C)cc2)ccc1OC(=O)c1cccc(C)c1`?
HCV core inhibition: -6

How did c1ccc(-n2cnnc2SCc2nc3ccccc3s2)cc1 do in these assays?
HCV core inhibition: 2

Results for N=C1/C(=C/c2cccn2-c2ccc([N+](=O)[O-])cc2)C(=O)N=C2SC=CN12 ?
HCV core inhibition: -5

What do the screens show for `O=C(CSc1nc2ccccc2c(=O)n1-c1ccccc1)N/N=C/C=C/c1ccccc1[N+](=O)[O-]`?
HCV core inhibition: 3

What do the screens show for `Cc1ccc(CSCC2Nc3ccc(C(=O)N4CCN(c5ccc(F)cc5)CC4)cc3NC2=O)cc1` (stereo not given)?
HCV core inhibition: 25

How did Cc1ccc2cc(C#N)c(NCc3ccccc3)nc2c1 do in these assays?
HCV core inhibition: 13

What do the screens show for `COc1ccccc1-n1c(SCc2cc(=O)oc3cc(O)ccc23)nc2ccccc2c1=O`?
HCV core inhibition: 6

Results for Cc1ccc(-c2nc3ccccc3s2)cc1NC(=S)NC(=O)/C=C/c1ccco1 ?
HCV core inhibition: 3

Results for N#C/C(=N\Nc1ccc(S(=O)(=O)N2CCc3ccccc32)cc1)C(N)=S ?
HCV core inhibition: -1

Results for O=C(N/N=C/c1cn(-c2ccccc2)nc1-c1cc2ccccc2o1)c1c[nH]c2ccccc12 ?
HCV core inhibition: 3

What do the screens show for `O=C(N/N=C1/C(=O)c2cccc3cccc1c23)c1ccc(Cl)cc1`?
HCV core inhibition: -7

What do the screens show for `c1ccc(Cn2c(SCc3nc4ccccc4s3)nnc2-c2ccco2)cc1`?
HCV core inhibition: 0

What do the screens show for `COC(=O)CCCC1=CC2=CC(=O)C(C)(OC(=O)c3cccs3)C(=O)C2=CN1c1cccc(C#N)c1` (stereo not given)?
HCV core inhibition: -3

What do the screens show for `O=C(N/N=C/c1ccc2ccccc2c1)c1ccc(COc2ccc3c(c2)CCC3)o1`?
HCV core inhibition: -7

Results for CCOc1ccc2nc(SCC(=O)Nc3ccc(S(=O)(=O)N4CCCC4)cc3)c(C)cc2c1 ?
HCV core inhibition: -24

How did O=S(=O)(c1ccc2c(c1)C(=NO)c1cc(S(=O)(=O)N3CCCCC3)ccc1-2)N1CCCCC1 do in these assays?
HCV core inhibition: 7

What do the screens show for `O=C(c1cc(-c2ccco2)nn1-c1cccc(Cl)c1)N1CCCCC1`?
HCV core inhibition: 2

What do the screens show for `COc1ccc(C(=O)CSc2nnc(C3CCCCC3)n2N)c(OC)c1`?
HCV core inhibition: 1

What do the screens show for `O=C(Nc1ccc2[nH]c3c(c2c1)CCCC3)c1ccco1`?
HCV core inhibition: 2

Results for N#Cc1c(-c2ccco2)cc(-c2cccnc2)nc1N ?
HCV core inhibition: 3

What do the screens show for `COC(=O)c1ccc(-n2c(C)cc(-c3csc(NC(=O)c4ccc(S(=O)(=O)N(C)C)cc4)n3)c2C)cc1`?
HCV core inhibition: 0

Results for O=C(NNC(=O)c1cc2cc3ccccc3nc2s1)c1cccc(Cl)c1 ?
HCV core inhibition: -11

What do the screens show for `CCCc1nc2sc3c(SCC(=O)NCc4ccco4)ncnc3c2c2c1CCC2`?
HCV core inhibition: 16

How did COC(=O)c1ccc(CSc2nc3scc(-c4cccs4)c3c(=O)[nH]2)o1 do in these assays?
HCV core inhibition: 2

How did O=C(Nc1ccc(Oc2ccccc2)cc1)c1ccc(Cn2c(=O)[nH]c3ccsc3c2=O)cc1 do in these assays?
HCV core inhibition: -8

How did CCS(=O)(=O)N1Cc2ccccc2CC1C(=O)OCC(=O)Nc1ccc(C)cc1 (stereo not given) do in these assays?
HCV core inhibition: 0

How did COc1ccccc1C(CCN(Cc1cccs1)C(C)=O)c1ccco1 (stereo not given) do in these assays?
HCV core inhibition: -3

How did O=C(NCc1ccco1)c1cccn2c(=O)c3c4c(sc3nc12)CCCC4 do in these assays?
HCV core inhibition: -3

How did COc1ccc(N2C(=O)[C@@H]3[C@H](C2=O)[C@H](C(=O)c2ccc(OC(C)=O)cc2)N2N=CC=C[C@@H]32)cc1 do in these assays?
HCV core inhibition: -6

Results for O=C(N/N=C/c1ccc(N2CCCCC2)o1)C(O)(c1ccccc1)c1ccccc1 ?
HCV core inhibition: -4

Results for C#CCOc1c(/C=C\c2nc(O)c([N+](=O)[O-])c(=O)[nH]2)cc(Br)cc1OC ?
HCV core inhibition: -8

Results for COc1ccc(-c2nn(-c3ccccc3)cc2/C=C(\C#N)C(N)=O)cc1[N+](=O)[O-] ?
HCV core inhibition: 1

What do the screens show for `Cc1ccc(C)c(S(=O)(=O)N2CCC(c3nc4c(nnn4Cc4ccc5c(c4)OCCO5)c(=O)[nH]3)CC2)c1`?
HCV core inhibition: 7

Results for Cc1cccc(Cc2cnc(NC(=O)CN3C(=O)/C(=C/c4ccccc4)SC3=S)s2)c1 ?
HCV core inhibition: 1

How did Cc1ccc(-c2cc(C(=O)N3CCOCC3)c3ccccc3n2)cc1 do in these assays?
HCV core inhibition: 0

How did CCn1c2ccccc2c2cc(NC(=O)CSc3nnc(C4CC4)n3Cc3ccco3)ccc21 do in these assays?
HCV core inhibition: -7

Results for CCC(C)n1c(NC(=O)c2ccccc2)c(C#N)c2nc3ccccc3nc21 (stereo not given) ?
HCV core inhibition: 10

What do the screens show for `O=C(CCCN1C(=O)/C(=C\c2ccco2)SC1=S)Nc1ccc2ccccc2c1`?
HCV core inhibition: -5

What do the screens show for `COC/C=C/C1=CC2=CC(=O)C(C)(OC(=O)c3cnc4ccccc4n3)C(=O)C2=CN1Cc1ccc(OC)cc1` (stereo not given)?
HCV core inhibition: 3

How did c1ccc(Cc2nnc3sc(-c4ccco4)nn23)cc1 do in these assays?
HCV core inhibition: 4

What do the screens show for `CC(C)OC(=O)CSc1nnc(CNc2ccc(Cl)cc2)n1C`?
HCV core inhibition: -3

What do the screens show for `Cc1c(C(=O)OCC2CCCO2)[nH]c2c1C(=O)CC(c1ccco1)C2` (stereo not given)?
HCV core inhibition: 6

Results for Cc1ccc(NC(=O)c2c(NC(=O)CCC(=O)O)sc3c2CCCCC3)cc1 ?
HCV core inhibition: -4

What do the screens show for `O=C(c1ccc(-c2nnc(Nc3cccc(Cl)c3)c3ccccc23)cc1)N1C[C@H]2C[C@H](C1)c1cccc(=O)n1C2`?
HCV core inhibition: 7

What do the screens show for `COc1ccc(C2C(C#N)=C(N)N(c3sc4c(c3C#N)CCCC4)C3=C2C(=O)CC(C)(C)C3)cc1` (stereo not given)?
HCV core inhibition: 7

What do the screens show for `Cc1csc(NC(=O)CCc2nc3ccccc3s2)n1`?
HCV core inhibition: -4

How did N#Cc1ccsc1NC(=O)CN1CCN(Cc2ccccc2)CC1 do in these assays?
HCV core inhibition: -4

The last 7 entries of the section above come first, to join the parts.
What do the screens show for `CC(C)OC(=O)CSc1nnc(CNc2ccc(Cl)cc2)n1C`?
HCV core inhibition: -3

What do the screens show for `Cc1c(C(=O)OCC2CCCO2)[nH]c2c1C(=O)CC(c1ccco1)C2` (stereo not given)?
HCV core inhibition: 6

Results for Cc1ccc(NC(=O)c2c(NC(=O)CCC(=O)O)sc3c2CCCCC3)cc1 ?
HCV core inhibition: -4

What do the screens show for `O=C(c1ccc(-c2nnc(Nc3cccc(Cl)c3)c3ccccc23)cc1)N1C[C@H]2C[C@H](C1)c1cccc(=O)n1C2`?
HCV core inhibition: 7

What do the screens show for `COc1ccc(C2C(C#N)=C(N)N(c3sc4c(c3C#N)CCCC4)C3=C2C(=O)CC(C)(C)C3)cc1` (stereo not given)?
HCV core inhibition: 7

What do the screens show for `Cc1csc(NC(=O)CCc2nc3ccccc3s2)n1`?
HCV core inhibition: -4

How did N#Cc1ccsc1NC(=O)CN1CCN(Cc2ccccc2)CC1 do in these assays?
HCV core inhibition: -4

What do the screens show for `COc1ccc(C2CC(c3cccs3)=NN2C(=O)COC(=O)c2cc3ccccc3cc2O)cc1OC` (stereo not given)?
HCV core inhibition: 0

What do the screens show for `CC(C)c1ccc(-c2nn(-c3ccccc3)cc2C2C(C#N)=C(N)OC3=C2C(=O)CC(C)(C)C3)cc1` (stereo not given)?
HCV core inhibition: 0

How did COc1ccc(N2CC(C(=O)Nc3nnc(SCC(=O)c4ccccc4)s3)CC2=O)cc1 (stereo not given) do in these assays?
HCV core inhibition: -1

How did CCOc1ccc(NC(=O)CN(C)Cc2cc(=O)n3c(-c4ccccc4)csc3n2)cc1OCC do in these assays?
HCV core inhibition: 10

What do the screens show for `Cc1ccc(Cn2c(SCC(=O)Nc3cc(C)on3)nc3ccccc3c2=O)cc1`?
HCV core inhibition: 10

Results for COc1cc(/C=C2/SC(=S)N(Cc3ccccc3)C2=O)ccc1OCC(=O)O ?
HCV core inhibition: -8

What do the screens show for `CC1CCCCC1NC(=O)COC(=O)c1c2c(nc3ccccc13)/C(=C/c1ccco1)CC2` (stereo not given)?
HCV core inhibition: 23

How did Cc1ccc(N2C(=O)C3C(C2=O)C(C(=O)c2ccc(Cl)cc2)N2CCCC32)cc1 (stereo not given) do in these assays?
HCV core inhibition: 2

How did O=C(NCc1ccc2c(c1)OCO2)c1cc2ncc(Br)cn2n1 do in these assays?
HCV core inhibition: 9

What do the screens show for `CC1C/C(=C/c2cccs2)C(=O)/C(=C/c2cccs2)C1` (stereo not given)?
HCV core inhibition: -10

What do the screens show for `COc1cccc(CN2C(=O)C3CCCN3c3ccc(S(=O)(=O)N4CCOCC4)cc32)c1` (stereo not given)?
HCV core inhibition: 7

What do the screens show for `CC1=C/C(=N\S(=O)(=O)c2ccccc2)C(C(C)C)=CC1=O`?
HCV core inhibition: 0

How did CCOC(=O)c1c(N)sc2c1CCSC2 do in these assays?
HCV core inhibition: -4

What do the screens show for `CCOC(=O)C1=C(c2ccccc2)NC(=S)NC1c1cc([N+](=O)[O-])ccc1OC` (stereo not given)?
HCV core inhibition: -2

How did COc1cc(C(=O)NCC(=O)OCC(=O)c2cccc3ccccc23)cc(OC)c1OC do in these assays?
HCV core inhibition: -4

What do the screens show for `COc1ccc(C2=NN(C(=O)CSc3nc(=O)n4cccc(C)c4n3)C(c3ccc(C)cc3)C2)cc1` (stereo not given)?
HCV core inhibition: 22

Results for N#Cc1ccc(CSc2nnc(Cc3cccs3)n2Cc2ccco2)cc1 ?
HCV core inhibition: 4

Results for CC(=O)Nc1ccc(C(=O)CSc2nc3ccc(C)cc3[nH]2)cc1 ?
HCV core inhibition: -5

Results for CCn1c2ccccc2c2cc(/C=N/NC(=O)c3cccc(C)c3)ccc21 ?
HCV core inhibition: -5

What do the screens show for `O=C(CN1CCN(c2ccc(O)cc2)CC1)Nc1cc(S(=O)(=O)N2CCOCC2)ccc1Cl`?
HCV core inhibition: 4

How did C=CCn1c(C)cc(C2=NNC(=Nc3ccc(C)cc3)SC2)c1C do in these assays?
HCV core inhibition: -5

High-throughput results as filed in PubChem BioAssay.
